MrgX1 allo act: human MrgX1 positive allosteric modulation, primary screen. Q96LB2. MrgX1-HEK293, Fluo-4 calcium flux, FDSS; active compounds read high. B-score at 10 µM. hit rate 0.63% among 310,000. AID 588675;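 active means plate-corrected calcium response at least 3 library SD above typical, normal starting fluorescence, not activating the receptor alone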;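 further: compound read alongside a low EC10 to EC30 dose of BAM8-22 agonist; peak minus trough fluorescence over baseline measured at the second addition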
TRPC4 block: TRPC4 (mouse) channel inhibition; Q9QUQ5; HEK293 TRPC4beta/mu-opioid, DAMGO-evoked Fluo4 calcium flux; active compounds read low; B-score at 10 µM; hit rate 0.39% among 300,000; AID 2247;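 active means B-score over 3 SD under the library average, no early fluorescence shift, positive overall ratio signal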
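Assay system: HEK293 cells with stable TRPC4beta plus mu-opioid receptor expression. Dosing: single dose. Measured by: Fluo4 Ca2+ flux fluorescence. Also added: DAMGO in two steps, submaximal then maximal. Read-out: B score from integrated Fluo4 fluorescence ratio.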
TRPC4 act: opens the mouse TRPC4 cation channel; Q9QUQ5; HEK293 TRPC4beta/mu-opioid, Fluo4 calcium fluorescence; active compounds read high; B-score at 10 µM; hit rate 0.49% among 310,000;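 active means B-score above 5 SD of library B-scores, and initial fluorescence ratio not above library mean plus 5 SD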;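 further: positive B-score marks a calcium rise read as TRPC4 activation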
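Assay system: HEK293 stable line with TRPC4beta plus mu-opioid receptor; schedule: 45 min room-temperature Fluo4 loading, 110 s read; technique: kinetic Fluo4 calcium fluorescence; evaluation: integrated baseline-normalised fluorescence ratio, converted to per-well B score; controls: buffer (low) and maximal DAMGO (high)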
TRPC4 PAM: allosterically enhances the mouse TRPC4 cation channel; B-score at 10 µM; AID 2227; Q9QUQ5; HEK293 TRPC4beta/mu-opioid, DAMGO EC20, Fluo-4 Ca2+ flux; active compounds read high; hit rate 0.42% among 310,000;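 active means B-score of calcium response area above 5 SD of library B-scores, with initial fluorescence ratio within 5 SD of library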;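 further: B-score of integrated fluorescence ratio over time as area under calcium response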
TRPC6 act: mouse TRPC6 channel activation. Q61143. B-score at 10 µM. hit rate 0.13% among 310,000. HEK293-TRPC6 membrane potential dye fluorescence; active compounds read high. AID 2550;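 active means B-score of the integrated fluorescence ratio above library mean plus 3 SD, and starting fluorescence ratio within library mean plus 5 SD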;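 further: higher score means more depolarization so channel activation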
Target sequence (Q61143 whole entry, looked up): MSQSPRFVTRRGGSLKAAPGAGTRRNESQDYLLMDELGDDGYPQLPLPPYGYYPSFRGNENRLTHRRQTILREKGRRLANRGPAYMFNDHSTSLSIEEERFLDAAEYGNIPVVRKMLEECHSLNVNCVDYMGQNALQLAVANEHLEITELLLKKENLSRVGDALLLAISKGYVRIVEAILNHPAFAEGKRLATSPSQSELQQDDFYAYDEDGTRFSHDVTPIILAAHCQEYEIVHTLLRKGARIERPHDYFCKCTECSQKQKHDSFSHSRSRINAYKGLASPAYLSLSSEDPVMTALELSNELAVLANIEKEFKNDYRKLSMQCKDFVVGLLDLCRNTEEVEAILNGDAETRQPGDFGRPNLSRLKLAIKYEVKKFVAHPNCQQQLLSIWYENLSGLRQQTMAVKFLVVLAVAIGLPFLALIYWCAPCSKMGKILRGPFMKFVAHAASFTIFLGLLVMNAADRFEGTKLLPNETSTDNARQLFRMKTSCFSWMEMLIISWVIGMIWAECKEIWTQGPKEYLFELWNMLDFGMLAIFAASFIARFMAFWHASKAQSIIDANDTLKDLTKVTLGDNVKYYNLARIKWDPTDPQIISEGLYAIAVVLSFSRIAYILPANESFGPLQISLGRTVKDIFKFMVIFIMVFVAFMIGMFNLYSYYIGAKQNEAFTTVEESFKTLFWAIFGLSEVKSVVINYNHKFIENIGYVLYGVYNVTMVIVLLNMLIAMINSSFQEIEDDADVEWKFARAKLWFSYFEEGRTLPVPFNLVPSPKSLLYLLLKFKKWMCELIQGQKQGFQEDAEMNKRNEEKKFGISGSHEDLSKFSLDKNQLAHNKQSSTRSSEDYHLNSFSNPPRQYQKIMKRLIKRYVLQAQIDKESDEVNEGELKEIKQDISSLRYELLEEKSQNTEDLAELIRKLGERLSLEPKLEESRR
MrgX1 ag: agonists of human MrgX1 receptor; MrgX1-HEK293 cells, Fluo-4 calcium fluorescence, agonist mode; active compounds read high; Q96LB2; hit rate 0.44% among 310,000; B-score at 10 µM;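 active means calcium response B-score plate-corrected fluorescence ratio at least 3 library SD, with starting fluorescence B-score inside 5 SD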
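Material: HEK293 cells stably expressing human MrgX1 receptor | Quantity: 15,000 cells per well | Times: Cells plated overnight, dye loaded 0.5 h 37 °C, 0.5 h room temperature | Measured by: Kinetic Fluo-4 NW fluorescence of intracellular calcium | Control set: Positive and negative controls per plate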
MrgX1 antag: human MrgX1 receptor antagonism, primary screen. Q96LB2. MRGX1-HEK293 calcium flux, Fluo-4, BAM8-22 antagonism; active compounds read low. B-score at 10 µM. hit rate 1.3% among 310,000;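 active means calcium-response B-score plate-corrected more than 3 library SD below zero, starting fluorescence within 5 deviations, no agonist response on first addition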;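 further: peak minus trough fluorescence over baseline after final BAM8-22 challenge near maximal dose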
TRPC6 inh: mouse TRPC6 channel inhibition | HEK293-TRPC6, membrane potential dye, ACh-evoked depolarization; active compounds read low | B-score at 10 µM | hit rate 1.1% among 310,000 | AID 2553;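 active means B-score under library mean minus 3 SD, initial fluorescence not abnormally high, positive integrated signal ratio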;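 further: B-score derived from integrated fluorescence ratio over the kinetic read; more negative B-score means stronger inhibition of depolarization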
TMEM16A act: activates or potentiates the mouse TMEM16A chloride channel | HEK293 TMEM16A/YFP-H148Q/I152L, iodide quench fluorescence; active compounds read low | B-score at 10 µM | hit rate 0.3% among 340,000;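 active means fluorescence-ratio B-score plate-corrected deviation score at least 3 library SD below zero, with starting fluorescence score within 5 deviations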;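 further: channel opened by trigger with iodide after compound preincubation; score built on the fluorescence ratio of max minus min over baseline; more negative score means more quench and so TMEM16A activation or potentiation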
SKKanGAS inh: inhibitors of SKKanGAS S. pyogenes growth in kanamycin (SK-promoter or general growth effect) | BacTiter-Glo, 6 h | hit rate 1.3% among 300,000 | inhibition, % at 7.5 µM;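 active means mean replicate score, as percent of positive control median, at least 50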;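 further: strain carries kanamycin resistance gene driven by streptokinase promoter and grows in 40 µg/ml kanamycin; loss of luminescence reflects streptokinase promoter inhibition or plain growth inhibition; 0% = median of DMSO wells and 100% = positive control at its reference dose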
TMEM16A inh: inhibitors of mouse TMEM16A calcium-activated chloride channel; Q8BHY3; HEK293 TMEM16A/YFP iodide influx fluorescence, ionomycin; AID 588511; hit rate 1.2% among 310,000; normalized B-score (activity score, 25-100; higher = stronger inhibition) at 10 µM;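 active means ratio plate-corrected score three or more library SD toward inhibition, starting fluorescence score within five deviations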;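 further: score derived from kinetic fluorescence span divided by baseline fluorescence per well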
Numbers without * were called inactive; i = inactive; · = no result given.

No. | canonical_smiles | MrgX1 ag | TRPC4 block | TRPC4 PAM | TRPC6 act | MrgX1 allo act | TMEM16A inh | SKKanGAS inh | TRPC4 act | TRPC6 inh | TMEM16A act | MrgX1 antag
1 | COc1cc(OC)c(S(=O)(=O)Nc2ccc(C(=O)N3CCCC3)cc2)cc1NC(C)=O | i | i | i | i | i | i | 2 | i | i | i | i
2 | CCC(NC(=O)c1ccccc1NC(=O)c1ccc(OC)cc1)C(=O)N1CCCC1 (configuration not stated) | i | i | i | i | i | i | -9 | i | i | i | i
3 | O=C(NCCCN1CCOCC1)C(=O)N/N=C/c1c(Cl)cccc1Cl | i | i | i | i | i | i | 5 | i | i | i | i
4 | Cn1c(SCC(=O)NCCN2C(=O)CSC2=O)nnc1-c1ccccc1 | i | i | i | i | i | i | 0 | i | i | i | i
5 | CCOc1ccc(-n2c(Cc3cc(=O)[nH]c(=O)[nH]3)nnc2SCC(=O)OC)cc1 | i | i | i | i | i | i | 4 | i | i | i | i
6 | Cc1cc(C)n(C(=O)C(C)n2nc([N+](=O)[O-])c(Br)c2C)n1 (configuration not stated) | i | i | i | i | i | i | -2 | i | i | i | i
7 | Cc1cc(NC(=O)C(C)C)ncc1NC(=O)Cc1ccccc1 | i | i | i | i | i | i | 19 | i | i | i | i
8 | CCc1cc2c(cc(C(=O)O)n2C)s1 | i | i | i | i | i | i | -3 | i | i | i | i
9 | COc1cccc(-c2nc(CS(=O)(=O)CC(=O)NCCc3ccc(OC)cc3OC)c(C)o2)c1 | i | i | i | i | i | i | 5 | i | i | i | i
10 | Cc1cccc(/C=N\Nc2nnc(-c3ccccc3)c(=O)[nH]2)c1 | i | i | i | i | i | i | 17 | i | i | i | i
11 | Cc1cccc(CCNC(=O)C2CCN(S(=O)(=O)c3c(C)nn(C)c3C)CC2)c1 | i | i | i | i | i | i | -5 | i | i | i | i
12 | CCOC(=O)c1cccc(NC(=O)CN(c2ccc(C)cc2)S(=O)(=O)c2c(C)n[nH]c2C)c1 | i | i | i | i | i | i | -6 | i | i | i | i
13 | Cc1cc(NC(=O)c2sc3ccccc3c2O)no1 | i | i | i | i | i | i | 3 | i | i | i | i
14 | COc1c(C(O)CC(C)C)ccc2c1C(=O)OCc1cc(C)cc(O)c1O2 (configuration not stated) | i | i | i | i | i | 25* | 1 | i | i | i | i
15 | COc1ccccc1C/C(N)=N/OC(=O)c1ccc2c(c1)OCO2 | i | i | i | i | i | i | -9 | i | i | i | i
16 | CC(Oc1ccc2c3c(c(=O)oc2c1)CCCC3)C(=O)NCC1CCC(C(=O)O)CC1 (configuration not stated) | i | i | i | i | i | i | -4 | i | i | i | i
17 | CCOC(=O)c1sc2nc(CC(=O)OC)nc(NCc3ccco3)c2c1C | · | i | i | i | · | · | 17 | i | i | i | ·
18 | COc1cc(Cn2c(=O)oc3ccc(C)cc32)ccc1OC(C)C | i | i | i | i | i | i | -7 | i | i | i | i
19 | CCC1CCCCN1CCCNC(=O)c1ccc(CS(=O)(=O)Cc2ccccc2F)o1 (configuration not stated) | i | i | i | i | i | i | 1 | i | i | i | i
20 | CCCCCCCCCC(=O)N1c2ccccc2NC(=O)C1CC(=O)Nc1ccc(C(=O)O)cc1 (configuration not stated) | i | i | i | i | i | i | 7 | i | i | i | i
21 | CC(=O)N/N=C(\N)c1nonc1N | i | i | i | i | i | i | -1 | i | i | i | i
22 | CCN(c1ccccc1)S(=O)(=O)c1cccc(C(=O)NCc2ccccn2)c1 | i | i | i | i | i | i | -7 | i | i | i | i
23 | CCOc1ccc(NC(=O)N(C2CCCCCC2)C2CCN(C(C)=O)CC2)cc1 | i | i | i | i | i | i | -3 | i | i | i | i
24 | CC(NC(=O)c1ccccc1F)c1ccccc1 (configuration not stated) | i | i | i | i | i | i | -6 | i | i | i | i
25 | COc1ccccc1-n1cnnc1SC1CCOC1=O (configuration not stated) | i | i | i | i | i | i | -4 | i | i | i | i
26 | COc1ccc(CNC(=O)/C=C/c2cc([N+](=O)[O-])ccc2OC(F)F)cc1 | i | · | i | i | i | i | -3 | i | i | i | i
27 | CCOc1ccc(C(C(=O)NC2CCCCC2)N(CCOC)C(=O)c2snc(C(N)=O)c2N)cc1 (configuration not stated) | i | i | i | i | i | i | -3 | i | i | i | i
28 | Cc1c(C)c2ccc(O[C@@H]3O[C@H](CO)[C@@H](O)[C@H](O)[C@H]3O)c(C)c2oc1=O | i | i | i | i | i | i | 2 | i | i | i | i
29 | CC(=O)c1c(COC(=O)c2ccc(C)cc2)nc2ccccc2[n+]1[O-] | i | i | i | i | i | i | 46 | i | i | i | i
30 | CCC(C)(C)NC(=O)C(c1ccccc1F)N(Cc1ccco1)C(=O)c1csnn1 (configuration not stated) | i | i | i | i | i | i | -5 | i | i | i | i
31 | O=C(Nc1ccccc1)C(O)C(O)C(=O)Nc1ccccc1 (configuration not stated) | i | i | i | i | i | i | -2 | i | i | i | i
32 | Cc1cccc(NC(=S)N(CCN2CCOCC2)Cc2cc3cc4c(cc3[nH]c2=O)OCO4)c1 | i | i | i | i | i | i | 5 | i | i | i | i
33 | COc1ccc2[nH]c(=O)c(CN(CC3CCCO3)C(=O)Nc3ccccc3OC)cc2c1 (configuration not stated) | · | i | i | i | · | · | 2 | i | i | i | ·
34 | CCOC(=O)CNc1ccc(OC(F)(F)F)cc1 | i | i | i | i | i | i | 10 | i | i | i | i
35 | Cc1cc(N2CCOCC2)n2ncc(-c3ccc(Cl)cc3)c2n1 | i | i | i | i | i | i | -3 | i | i | i | i
36 | COc1cc(C)c(NC(=O)Cc2ccsc2)cc1OC | i | i | i | i | i | i | 0 | i | i | i | i
37 | CC(C)c1cc(C(=O)N2CCCC(C(=O)c3ccc4ccccc4c3)C2)on1 (configuration not stated) | i | i | i | i | i | i | 1 | i | i | i | i
38 | COCCC(=O)N1CCC(Oc2ccc(C(=O)N3C[C@@H](C)O[C@@H](C)C3)cc2)CC1 | · | i | i | i | · | · | 7 | i | i | i | ·
39 | COc1ccccc1N1CCN(C(=O)Cc2cccs2)CC1 | i | i | i | i | i | i | -7 | i | i | i | i
40 | CC(=O)c1cccc(NC(=S)N2CCN(c3ccccn3)CC2)c1 | i | i | i | i | i | i | 4 | i | i | i | i
41 | CC(=O)c1ccc(-n2c(CCC(=O)O)ccc2-c2ccccc2)cc1 | i | i | i | i | i | i | 5 | i | i | i | i
42 | CCOC(=O)CSc1nnc(CCc2nc3ccccc3[nH]2)n1C | i | i | i | i | i | i | 3 | i | i | i | i
43 | COc1cc(/C=N/NC(=O)c2ccc(O)cc2)ccc1OCC(=O)N1CC(C)OC(C)C1 (configuration not stated) | i | i | i | i | i | i | -6 | i | i | i | i
44 | C=CCN(c1ccccc1)S(=O)(=O)c1cccc(C(=O)NCc2ccncc2)c1 | i | i | i | i | i | i | -6 | i | i | i | i
45 | Cn1c(Oc2ccccc2NCc2cccc(Br)c2)cc(=O)n(C)c1=O | i | i | i | i | i | i | 14 | i | i | i | i
46 | CCn1c(SCC(=O)c2ccc(NS(=O)(=O)c3ccccc3)cc2)nnc1-c1cccs1 | i | i | i | i | i | i | 22 | i | i | i | i
47 | COc1ccc(OC)c(CCNC(=O)CCn2ccc3cc(S(=O)(=O)N4CCCC4)ccc32)c1 | i | i | i | i | i | i | 0 | i | i | i | i
48 | CCN1CCN(C(=O)c2ccc(Cl)c(S(=O)(=O)N3CCOCC3)c2)CC1 | i | i | i | i | i | i | -15 | i | i | i | i
49 | Cc1ccc(C(=O)CSC2=C(C#N)C(c3ccco3)C3=C(CCCC3=O)N2)cc1 (configuration not stated) | i | i | i | i | i | i | 9 | i | i | i | i
50 | CC(=O)Nc1cc(NC(C)=O)cc(C(=O)NC(C)(C)C)c1 | i | i | i | i | i | i | -5 | i | i | i | i

(list continues)
No. | canonical_smiles | MrgX1 ag | TRPC4 block | TRPC4 PAM | TRPC6 act | MrgX1 allo act | TMEM16A inh | SKKanGAS inh | TRPC4 act | TRPC6 inh | TMEM16A act | MrgX1 antag
51 | S=C(NCc1ccc2c(c1)OCO2)NCc1ccco1 | i | i | i | i | i | i | 8 | i | i | i | i
52 | CCC(C(=O)NCc1ccco1)N(C(=O)CNS(=O)(=O)c1ccc(C)cc1)c1ccccc1F (configuration not stated) | i | i | i | i | i | i | 0 | i | i | i | i
53 | Cc1cc(C(=O)CN2C(=O)NC3(CCCc4ccccc43)C2=O)c(C)n1Cc1ccccc1 (configuration not stated) | i | i | i | i | i | i | 1 | i | i | i | i
54 | O=[N+]([O-])c1ccc(N2CCN(c3ccccc3O)CC2)c(Cl)c1 | i | i | i | i | i | i | 3 | i | i | i | i
55 | COc1cc2nc(NC(=O)c3ccccc3)[nH]c(=O)c2cc1OC | i | i | i | i | i | i | 2 | i | i | i | i
56 | CC1CCCC(NC(=O)C2CCN(S(=O)(=O)N3CCCCC3)CC2)C1C (configuration not stated) | i | i | i | i | i | i | 9 | i | i | i | i
57 | CCn1c(CNC(=O)Cc2ccc(OC)cc2)nnc1SCCOc1ccccc1 | i | i | i | i | i | i | -1 | i | i | i | i
58 | CCOC(=O)c1sc(NC(=O)COC(=O)Cn2cnc3ccccc32)c(C(=O)OCC)c1C | i | i | i | i | i | i | 9 | i | i | i | i
59 | N#Cc1c(-c2ccco2)cc(C2CC2)nc1SCC(=O)c1ccccc1 | i | i | i | i | i | i | -6 | i | i | i | i
60 | Cc1ccc(-n2ncc3ccccc3c2=O)cc1Cl | i | i | i | i | i | i | -9 | i | i | i | i
61 | CCN(CC)c1ccc(/C=N/NC(=O)CNC(=O)c2cccs2)cc1 | i | i | i | i | i | i | 1 | i | i | i | i
62 | Cc1ccccc1-c1nnc(CS(=O)(=O)c2ccccc2)o1 | i | i | i | i | i | i | -14 | i | i | i | i
63 | O=C(COC(=O)c1ccccn1)Nc1nc(-c2ccccc2)cs1 | i | -6* | i | i | i | i | -3 | i | i | i | i
64 | Cc1cc(C(=O)NNC(=S)NCc2ccccc2)no1 | · | i | i | i | · | · | -7 | i | i | i | ·

Compound activity deposited in PubChem BioAssay by several laboratories.
